From PubChem
TTR transcr act – activators of transthyretin transcription; activation, % at 16.7 µM; SH-SY5Y TTR promoter Gaussia luciferase, luminescence; 100% = recombinant luciferase protein wells; actives 1.3% (n = 92,000);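 active = activation above the mean of all tested compounds plus 3 SD, cut at about 9.5% in these data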;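 also: cells exposed to compounds for one day before reading; 0% = median of all test compound wells on the plate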
Numbers without * were called inactive. These rows are one share of the data; the hit share may differ from the screen's.

SMILES	TTR transcr act
COc1ccccc1NS(=O)(=O)c1cc(NC(=O)c2cc(F)c(F)c(F)c2F)ccc1N1CCOCC1	27*
O=C(O)c1ccc(COc2ccccc2/C=C2/NC(=O)N(c3cccc(Cl)c3)C2=O)cc1	1.3
COc1ccccc1C(=O)NCC(=O)N/N=C/c1cc(Br)ccc1OCc1ccccc1	-3.4
O=C1CCC(=O)N1CCSC(=S)N1CCOCC1	-0.2
COCc1cc(=O)[nH]c2c1c(-c1ccccc1)nn2C	-3.2
CN(C)C(=O)/C(=C\c1ccncc1)NC(=O)c1ccccc1	-0.5
COc1ccc(NS(=O)(=O)c2cccc(NC(=O)CCC(=O)c3ccc(Cl)cc3)c2)cc1	-3.3
Nc1cccc(NC(=O)CCC(=O)NCc2ccco2)c1	-0.2
COc1ccc(Oc2nc(C(F)(F)F)nc3ccccc23)cc1	3.3
COC(=O)C1CC(O)C(O)C(O)C1 (stereo not drawn)	0.1
CCS(=O)(=O)N1N=C(c2cccc(NS(C)(=O)=O)c2)CC1c1cccs1 (stereo not drawn)	-0.8
COc1ccc(C(C)(NC(C)=O)c2nc(-c3ccc(S(C)(=O)=O)cc3)cs2)cc1 (stereo not drawn)	-0.1
CCc1cccc(C)c1NC(=O)CSc1nc2ccncc2[nH]1	-0.7
Cc1cc(-c2nc(C)c(-c3nnc(SCC(=O)Nc4ccc(Cl)cc4)n3C)s2)no1	0.5
Cc1cc(C)c(NS(=O)(=O)c2ccccc2)c(C)c1NS(=O)(=O)c1ccccc1	-0.2

Grouped by structure, the entries above with a carbonyl joined to an NH by a bond outside any ring (eight)
SMILES	TTR transcr act
COc1ccccc1NS(=O)(=O)c1cc(NC(=O)c2cc(F)c(F)c(F)c2F)ccc1N1CCOCC1	27*
COc1ccccc1C(=O)NCC(=O)N/N=C/c1cc(Br)ccc1OCc1ccccc1	-3.4
CN(C)C(=O)/C(=C\c1ccncc1)NC(=O)c1ccccc1	-0.5
COc1ccc(NS(=O)(=O)c2cccc(NC(=O)CCC(=O)c3ccc(Cl)cc3)c2)cc1	-3.3
Nc1cccc(NC(=O)CCC(=O)NCc2ccco2)c1	-0.2
COc1ccc(C(C)(NC(C)=O)c2nc(-c3ccc(S(C)(=O)=O)cc3)cs2)cc1 (stereo not drawn)	-0.1
CCc1cccc(C)c1NC(=O)CSc1nc2ccncc2[nH]1	-0.7
Cc1cc(-c2nc(C)c(-c3nnc(SCC(=O)Nc4ccc(Cl)cc4)n3C)s2)no1	0.5

The listing continues.
SMILES	TTR transcr act
CCOC(=O)N1CCN(CCC(=O)c2ccc(OC)cc2)CC1	0.2
C#CCNC(=O)c1cc2sccc2n1C	1.6
N#Cc1ccc(COC(=O)CSc2nnc(C3CCCCC3)n2N)cc1	1.5
O=C(Cc1ccccc1)Nc1ccccc1N1CCN(c2ccccc2)CC1	-0.1
Cc1ccc(NC(=O)C(C)c2ccc([N+](=O)[O-])cc2)cc1Cl (stereo not drawn)	0.6
CNCCCOc1ccc(C)cc1OC	1.1
Cc1nc2ccc([N+](=O)[O-])cc2c(=O)n1Cc1cccc(F)c1	-0.2
Cc1cn(C2CC3OCC3O2)c(=O)[nH]c1=O (stereo not drawn)	1.5
CC(C)N(CCNC(=O)c1oc(=O)c2ccccc2c1-c1ccccc1)Cc1ccco1	-0.4
COc1ccc(C2/C=C\CN(C(=O)CC(C)C)CC(=O)N2Cc2ccc(F)cc2)cc1 (stereo not drawn)	5.8
Cc1ccc(C(=O)OCC(=O)NCCN2C(=O)CSC2=O)cc1	-0.3
CSc1nsc(SC)c1NC(=O)Nc1ccccn1	3.7
C=CCn1c(SCC(=O)Nc2c(C)n(C)n(-c3ccccc3)c2=O)nc2sc(C)c(-c3ccccc3)c2c1=O	-1.7
CCOc1ccc(CN(C)C(=O)CNC(=O)c2ccccc2)cc1	-1.7
Oc1ccc(N=Cc2cc(Br)c(N3CCOCC3)o2)cc1	7.0
Cc1cc(CN(C)C(=O)c2cc(COc3ccc4ncccc4c3)on2)on1	-3.4
CCC1(c2ccc(OC)cc2)NC(=O)N(CC(=O)N2CCc3ccccc32)C1=O (stereo not drawn)	6.7
O=c1[nH]c2sc3c(c2c2nncn12)CCCC3	1.4
COCc1cc(C)nc2sc3c(=O)oc(C)nc3c12	-3.5
COc1cc2oc(=O)ccc2cc1[C@@H](O)[C@@H]1OC(C)(C)OC1(C)C	-3.6
COC(=O)C1CCN(C(=O)C2CCC(=O)N(CCc3cccc(F)c3)C2)CC1 (stereo not drawn)	6.6
C=CCNC(=O)C1CC(=O)N(c2ccc(OCc3ccccc3Cl)cc2)C1 (stereo not drawn)	-1.2
Cc1ccc(-c2nn(-c3ccccc3)cc2C=C2SC(=S)N(CCS(=O)(=O)O)C2=O)cc1	7.9
O=C(CSc1ccc2nnc(CCNC(=O)c3ccccc3)n2n1)NCc1ccccc1	0.0
COc1cc(C(=O)NCc2nnc(SCC(=O)N3CCc4ccccc43)o2)cc(OC)c1OC	0.6
C[C@@H]1CN([C@@H](C)CO)C(=O)c2cc(-c3ccncc3)cnc2O[C@H]1CN(C)C(=O)c1cccc(F)c1	0.5
c1ccc2c(c1)CCc1c-2nc2ccccc2c1N1CCOCC1	-1.2
COC(=O)N/N=C/c1ccc(/C=N/NC(=O)OC)cc1	6.1
COc1cccc(C(=O)N2CCC[C@H]2C(=O)N2CCC[C@H]2C(=O)NCc2ccncc2)c1	1.5
O=[N+]([O-])c1cc(Br)c(Nc2ccccc2)c([N+](=O)[O-])c1	-1.3
COc1ccc(Cn2ccc3ccc(-c4ccc5ccn(C(=O)c6cccc(OC)c6)c5c4)cc32)cc1	-1.2
COC(=O)c1c(NC(=O)CC2SC(N)=NC2=O)sc2c1CCCC2 (stereo not drawn)	-1.0
O=C(C1COc2ccccc2O1)N1CCN(c2ccc(F)cc2)CC1 (stereo not drawn)	-0.7
Cc1cccc(-c2nnc(SCC#N)n2C)c1	-0.4
COC(=O)c1ccc(COC(=O)c2ccc(CO)cc2)o1	3.4
O=C(CSc1nnc(-c2ccco2)o1)c1ccc([N+](=O)[O-])cc1	-0.1
CCOc1ccc(CNC(=O)c2ccc3nc(N4CCOCC4)sc3c2)cc1	0.0
CN(C)c1nnnn1Cc1ccc(Cl)cc1Cl	2.8
Cn1c(O)c(/C=C2\C=NN=C2c2ccccc2)sc1=S	-1.9
Cc1nc(/C(N)=N/OC(=O)c2ccc(Cl)cc2)c(C(F)(F)F)o1	0.4
CN(C)CCCNC(NC(=O)c1cccs1)C(Cl)(Cl)Cl (stereo not drawn)	2.2
CC(=O)N1CCN(C(=O)c2c(-c3ccccc3)noc2C)CC1	0.0
COc1cccc(NC(=O)[C@H](C)NC(=O)N2CCn3c2nc2ccccc23)c1	2.1
COc1ccc(CN2CCCCC2C)cc1C (stereo not drawn)	6.1
CCc1ccc2c(c1)C1(C(=O)N2)N2CCCC2C(C(=O)c2ccc3ccccc3c2)C12C(=O)Nc1ccccc12 (stereo not drawn)	-3.7
COC(=O)C[C@@H]1C=C[C@@H](NC(=O)Nc2cccc(F)c2)[C@@H](CO)O1	-1.6
C[C@@H](NC(=O)[C@@H]1Cc2ccccc2CN1)C(=O)NCC1CCCO1 (stereo partly drawn)	0.4
Cc1nn(C(C)C(=O)NCCCc2ccccc2)c(=O)c2cc3occc3n12 (stereo not drawn)	-0.1
COc1cccc(-c2cc(C(=O)N3CCc4ccccc4C3)no2)c1	-1.4
Cc1cccc(C)c1NC(=O)C(c1ccccc1)N(C)CCc1ccccc1 (stereo not drawn)	-0.4
COc1ccc(CCNC(=O)Cc2ccc([N+](=O)[O-])cc2)cc1OC	3.5
COc1ccc(C(=O)NC(=S)NNC(=O)c2cnccn2)cc1	-1.9
CC(Sc1nnc(-c2cccnc2)n1C)C(=O)N1CCOCC1 (stereo not drawn)	1.6
CC(=O)/C=C(\C)N=Nc1c(O)[nH]c2ccccc12	1.5
C[C@@H]1C=C[C@](Cc2ccccc2)(C(=O)O)N1C(=O)c1ccccc1	1.7
NS(=O)(=O)c1ccc(N/N=C2/CCCCC2C2CCCCC2)c([N+](=O)[O-])c1 (stereo not drawn)	-3.0
O=C(NCCSCc1ccccc1)c1ccc(Cl)c(S(=O)(=O)N2CCOCC2)c1	-1.6
Cc1cc(C(=O)Nc2ccc([N+](=O)[O-])cn2)cs1	-2.7
COc1ccc(C(=O)OCc2c(-c3cccc(OC)c3)ncc3ccccc23)cc1	1.0
Cc1ccc(CNC(=O)CCCNC(=O)c2ccc(Cl)cc2)n1C	-0.8

Single entries from the results shown.
For TTR transcr act, `CSc1nsc(SC)c1NC(=O)Nc1ccccn1` shows 3.7
For TTR transcr act, `CCOc1ccc(CNC(=O)c2ccc3nc(N4CCOCC4)sc3c2)cc1` shows 0.0
For TTR transcr act, `O=C1CCC(=O)N1CCSC(=S)N1CCOCC1` shows -0.2

(cont.)
SMILES	TTR transcr act
Cc1cccc(C(=O)NCCNC(=O)c2cnccn2)c1	-0.2
COc1ccccc1NC(c1cccnc1)c1ccc2cccnc2c1O (stereo not drawn)	1.3
Cc1cccc(OCC(=O)Nc2nnn(C)n2)c1C	3.8
O=C(NNC(=O)c1ccc[nH]1)Nc1cc(Cl)cc(Cl)c1	1.3
COc1ccc(Cn2nnc3c(=O)[nH]c(C4CCCN(C(=O)c5ccccc5)C4)nc32)cc1 (stereo not drawn)	-1.0
COc1cc2c(=O)[nH]c3cc([N+](=O)[O-])ccc3c2cc1[N+](=O)[O-]	5.8
Cn1c(CNC(=O)c2ccc(Cl)cc2)nnc1SCC(=O)N1CCOCC1	5.4
CCOC(=O)C(NS(=O)(=O)c1ccc(C)cc1)(C(F)(F)F)P(=O)(OCC(C)C)OCC(C)C (stereo not drawn)	0.1
COc1ccc(C2C(C(=O)Nc3cccnc3)=C(C)Nc3nc(-c4cccs4)nn32)cc1 (stereo not drawn)	-0.9
Cn1c(C(=O)N2CCN(c3ccccn3)CC2)cc2ccccc21	0.5
O=C(Nc1ccc2c(c1)Cc1ccccc1-2)NC1CCCCN(Cc2ccc(Cl)cc2)C1=O (stereo not drawn)	-1.5
COc1cccc2c(N/N=C/c3ccccc3)cc(C)nc12	-0.8
COc1ccc(-c2ccc(Nc3ccc(S(=O)(=O)N4CCCC4)cc3)nn2)cc1OC	-5.3
Cc1ccc(O/C=C2\OC(=O)c3ccccc32)cc1	5.6
Cc1cccc(-c2noc(CCC(=O)N3CCN(c4cc(C)ccc4C)CC3)n2)c1	0.7
COc1ccc(/C(O)=C/C(=O)C(=O)NNC(=O)C(O)(c2ccccc2)c2ccccc2)cc1	-2.0
O=C(CCc1ccccc1)NNC(=O)c1ccc(NC(=O)c2ccccc2)cc1	-1.2
Oc1ccc(CNCC2COc3ccccc3O2)cc1 (stereo not drawn)	2.6
CCN(c1cccc(C)c1)S(=O)(=O)c1csc(C(N)=O)c1	1.4
CC(C)n1nnnc1C1(C)CSCC(=O)N1Cc1cccc(F)c1 (stereo not drawn)	-0.5
CCCCCCSc1nnc(-c2cnn(-c3ccccc3)c2-n2cccc2)n1C	-0.8
Cc1ccc(CNC(=O)c2cc(-c3ccccc3)nn2Cc2cc(C)no2)cc1	-4.4
O=C1N(c2ccccc2)C(c2ccccc2)C12CCCCC2 (stereo not drawn)	-3.1
CCN1C[C@@H]2[C@@H]3C(=O)N(Cc4ccccc4)C(=O)[C@@H]3[C@](CC)(C(=O)OC)N2C1=NC	1.7
CC(C(=O)NC(=O)NC1CCCCC1)N1CCN(C(c2ccccc2)c2ccccc2)CC1 (stereo not drawn)	4.1
CC1(C(=O)NS(=O)(=O)c2ccc(Cl)s2)CCN1C(=O)c1ccc(C2CCCCC2)cc1 (stereo not drawn)	-2.3
COc1ccc(CCN(C)Cc2cccc3ccccc23)cc1OC	3.4
COc1cccc(-n2cc(CN(C)Cc3nc(Cc4ccccc4)no3)cn2)c1	0.7
COCCNC(=O)CN(c1cc(Cl)ccc1OC)S(C)(=O)=O	-1.3
CCC(C)NC(=O)C1c2ccccc2C(=O)N1Cc1ccccc1OC (stereo not drawn)	-1.2
CC(C)(C)c1ccc(-c2nnc(SCC(=O)c3ccc4c(c3)OCCO4)o2)cc1	1.1
Cc1cc(C(=O)CSc2nc3ccccc3[nH]2)c(C)n1Cc1ccco1	-4.2
Cc1cccc(C(=O)N[C@H](C(=O)Nc2cc(S(=O)(=O)N3CCCCC3)ccc2C)C(C)C)c1	-1.0
CC(=O)NC1=NN(c2ccccc2)C(=O)C1	-0.1
Clc1ccc2c(c1)C1OCCC1C(c1ccco1)N2 (stereo not drawn)	-1.3
CC(C)CNC(=O)NC(=O)COC(=O)COc1ccc(Cl)cc1Cl	-1.2
CCOC(=O)C1(Cc2ccccc2)CCCN(C(=O)COc2ccccc2OC)C1 (stereo not drawn)	0.6
Cc1ccc(-c2nn3c(C)nnc3s2)cc1NC(=O)c1cccs1	0.7
CCCOc1ccc(-c2c(=O)n(OCc3ccc([N+](=O)[O-])cc3)c3ccccc3[n+]2[O-])cc1	-0.6
Cc1cc(C(=O)CSc2nc3ccccc3[nH]2)c(C)n1CC1CCCO1 (stereo not drawn)	-6.7
O=C(C/C=N/OCc1ccc(Cl)cc1)c1cnc(-c2ccccc2)s1	2.8
CCc1nc2ccccc2n1CC(O)COc1ccc(NC(C)=O)cc1 (stereo not drawn)	0.5
O=C(O)c1ccc(Oc2cccc([N+](=O)[O-])c2)cc1C(=O)O	2.3
CC(/C=C/c1ccco1)=N/NC(=O)CNc1ccccc1C	1.9
CN1CCN(C(=O)CSc2cc(=O)n(C)c3ccccc23)CC1	1.7
CN(C)S(=O)(=O)N1CCC(c2ccc(F)cc2)C(COc2ccc3c(c2)OCO3)C1 (stereo not drawn)	-2.5
COc1cccc(-c2cc(=O)c3cc(NC(=O)c4ccccc4)ccc3[nH]2)c1	1.0
O=Cc1cccn1-c1sc2c(c1C(=O)O)CCCC2	0.7
